PLCb3 inh = human PLC-beta3 inhibitors, primary screen, biochemical, fluorescence; AID 720704, 2013; inhibition, % at 12.2 µM; 370,000 tested, 0.18% active; Purified PLC-beta3, fluorogenic substrate; in the data active means inhibition above about 11%;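 further: 0% = median of compound wells on plate and 100% = full blocker control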
ASAP1 GAP inh = inhibitors of human ASAP1 ArfGAP activity, primary screen, biochemical, fluorescence polarization; AID 624377, 2012; ASAP1-stimulated ARF1 GTP hydrolysis, GDP FP detection; inhibition, % at 16.5 µM; Arf-GAP with SH3 domain, ANK repeat and PH domain-containing protein 1 (Homo sapiens), …; 360,000 tested, 0.19% active; in the data active means inhibition above about 25%;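 further: 0% = vehicle with enzyme and substrate and 100% = no enzyme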
ADAM17 inh = ADAM17 inhibitors, primary screen, biochemical, QFRET; Disintegrin and metalloproteinase domain-containing protein 17 (Homo sapiens), P78536; recombinant ADAM17, EDANS/DABCYL FRET peptide cleavage; inhibition, % at 6.95 µM; 370,000 tested, 0.83% active; AID 720648, 2013;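 active means inhibition above the mean of compounds lying between control limits plus 3 SD, set per campaign, cut at about 8.5% in these data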;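 further: 0% = DMSO-only wells as the low control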
Target sequence (P78536 215-824 limits assumed): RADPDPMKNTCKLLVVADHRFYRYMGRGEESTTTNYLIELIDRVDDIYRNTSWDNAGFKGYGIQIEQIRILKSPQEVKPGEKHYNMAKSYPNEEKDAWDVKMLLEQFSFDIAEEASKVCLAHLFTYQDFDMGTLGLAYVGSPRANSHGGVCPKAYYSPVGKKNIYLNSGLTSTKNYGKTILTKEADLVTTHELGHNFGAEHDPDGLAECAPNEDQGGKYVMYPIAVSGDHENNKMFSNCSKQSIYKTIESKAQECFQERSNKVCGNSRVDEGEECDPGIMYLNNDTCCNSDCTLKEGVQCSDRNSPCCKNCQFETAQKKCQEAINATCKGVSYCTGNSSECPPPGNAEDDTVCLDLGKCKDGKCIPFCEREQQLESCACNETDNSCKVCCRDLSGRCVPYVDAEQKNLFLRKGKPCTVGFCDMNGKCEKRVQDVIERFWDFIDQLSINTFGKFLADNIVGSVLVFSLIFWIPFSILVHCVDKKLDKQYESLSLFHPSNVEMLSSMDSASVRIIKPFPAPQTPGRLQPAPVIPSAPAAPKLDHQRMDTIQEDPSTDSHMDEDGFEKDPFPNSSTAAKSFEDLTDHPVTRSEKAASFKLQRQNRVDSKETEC
Tn6 DDE FP = inhibitors of Tn6 peptide binding to fibrin DD(E), primary screen, biochemical, fluorescence polarization, human fibrin, Tn6 probe; Fibrinogen beta chain (Homo sapiens), P02675; Fibrin DD(E) TRITC-Tn6 fluorescence polarization displacement; inhibition, % at 8.3 µM; 370,000 tested, 0.21% active;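 active means inhibition above a per-campaign cutoff: mean of compounds within control limits plus 3 SD, cut at about 15% in these data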;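 further: 0% = median of all compound wells on the plate and 100% = blocking peptide control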
KLK7 zymogen act = proKLK7 zymogen activators, primary screen, biochemical, fluorescence intensity; Kallikrein-7 (Homo sapiens), P49862; purified proKLK7, EDANS-DABCYL substrate fluorescence; 100% is mature enzyme control, 0% vehicle; activation, % at 7 µM; 370,000 tested, 0.9% active;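 active means activation above the mean of all tested compounds plus 3 SD, computed per campaign excluding outliers beyond control limits, cut at about 13% in these data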
UHRF1 MBD2 ctr = UHRF1 methylated DNA binding inhibitors, primary screen, counter-screen for MBD2 inhibitor project, biochemical, TR-FRET, human UHRF1, single concentration; E3 ubiquitin-protein ligase UHRF1 (Homo sapiens), Q96T88; inhibition, % at 4.4 µM; AID 687016, 2013; UHRF1 binding to methylated oligo; 370,000 tested, 0.75% active; in the data active means inhibition above about 21%;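 further: UHRF1 SRA domain binding a hemimethylated CpG hairpin DNA probe; 0% = median of test compound wells and 100% = reference inhibitor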
ARFGAP1 inh = inhibitors of rat ARFGAP1 GAP activity, primary screen, biochemical, fluorescence polarization, GDP tracer; ADP-ribosylation factor GTPase-activating protein 1 (Rattus norvegicus), Q62848; Arfgap1-stimulated ARF1 GTP hydrolysis, GDP FP detection; inhibition, % at 16.5 µM; 360,000 tested, 0.26% active; AID 651572, 2012;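 active means inhibition above a per-plate limit, mean inhibition of low control wells plus 3 SD, cut at about 25% in these data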;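 further: 0% = DMSO wells with enzyme and 100% = wells lacking Arfgap1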
Target sequence (Q62848 1-136 limits assumed): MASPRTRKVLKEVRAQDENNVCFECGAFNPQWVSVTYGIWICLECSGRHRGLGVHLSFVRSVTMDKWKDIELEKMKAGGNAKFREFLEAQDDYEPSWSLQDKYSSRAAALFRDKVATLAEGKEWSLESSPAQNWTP
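System: truncated rat Arfgap1 GAP domain / Medium: HEPES-based buffer, pH 7.5 / Also added: N-terminally truncated human ARF1-GTP substrate / Incubation: enzyme reaction 120 min at 25 °C after 20 min preincubation / Measured by: FP of antibody-bound GDP Alexa 633 tracer, ex 620/em 688 nm / Replicates: singlicate, each compound tested once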
Tn7 DDE FP = inhibitors of Tn7 peptide binding to fibrin DD(E), primary screen, biochemical, fluorescence polarization, human fibrin, Tn7 probe. Fibrinogen beta chain (Homo sapiens), P02675. 370,000 tested, 0.13% active. FP displacement of FITC-Tn7 peptide from fibrin DD(E); 0% = median of compound wells per plate. inhibition, % at 8.3 µM;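 active means inhibition above the mean of compounds falling within the control limits plus 3 SD of them, cut at about 14% in these data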;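 further: 0% = plate median of compound wells and 100% = 10 µM Aha-Tn7 peptide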
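Assay system: human fibrin DD(E) protein / Input: 2 µM fibrin DD(E) / Benchmarks: high control of 10 µM Aha-Tn7 peptide / Measured by: fluorescence polarization of the labelled Tn7 tracer / Medium: Tris buffer with calcium and detergent, pH 7.8 / Timing: 10 min compound pre-incubation, 3 h probe incubation at room temperature / Repeats: one replicate per compound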
MBD2 DNA inh = inhibitors of MBD2 binding to methylated DNA, primary screen, biochemical, TR-FRET, DNA-binding domain, human; inhibition, % at 4.4 µM; Methyl-CpG-binding domain protein 2 (Homo sapiens), Q9UBB5; MBD2 binding to methylated oligonucleotide; 370,000 tested, 0.31% active; AID 686964, 2013; in the data active means inhibition above about 13%
PLCg1 inh = PLC-gamma1 enzyme inhibitors, primary screen, biochemical, fluorescence, purified enzyme; fluorogenic substrate; inhibition, % at 12.2 µM; 370,000 tested, 0.84% active; in the data active means inhibition above about 9.5%
Numbers without * were called inactive. Not a hit list, and some 4.1% of all compounds hit somewhere here.

SMILES | PLCb3 inh | ASAP1 GAP inh | ADAM17 inh | Tn6 DDE FP | KLK7 zymogen act | UHRF1 MBD2 ctr | ARFGAP1 inh | Tn7 DDE FP | MBD2 DNA inh | PLCg1 inh
Cn1c(=O)c2sccc2n2c(CCCC(=O)N3CCCCC3)nnc12 | -6 | -4 | 1 | -11 | 0.3 | 2 | 7 | 0 | 0 | 0
COc1ccc(OC)c(CN2CCSCC2)c1 | -7 | -9 | -1 | 1 | -1.1 | 1 | 3 | 8 | 0 | 2
CC1C/C=C/C=C/C=C/C=C/C(O[C@@H]2O[C@H](C)[C@@H](O)[C@H](N)[C@@H]2O)CC2OC(O)(CC(O)CC3OC3/C=C/C(=O)O1)CC(O)C2C(=O)O (some centres not stated) | -5 | -17 | -6 | 1 | -0.4 | 10 | 8 | -1 | 4 | -10
COc1ccc(N2CCN(C(=O)CSc3nc4cc(OC)c(OC)cc4cc3C#N)CC2)cc1 | -63 | -5 | -16 | -2 | -1.2 | 1 | 1 | 3 | -9 | -46
Cc1ccc(NC(=O)CN2CCc3ccccc3C2)cc1C | -7 | 13 | -5 | -4 | 1.1 | 0 | -13 | 1 | 4 | -4
CCCCC[n+]1ccn(C2=C([O-])c3ccccc3C(=O)/C2=N\S(=O)(=O)c2ccccc2)c1 | 0 | 5 | 0 | -2 | -0.3 | 5 | 5 | 3 | -12 | 2
CC1=C(C(=O)N2CCOCC2)CC(CC(=O)NCC2CCCCC2)C(=O)N1CCC1=CCCCC1 (configuration not stated) | 2 | -4 | -3 | -8 | 0.1 | -1 | 4 | -8 | 0 | 1
O=C(NNc1nc(Nc2ccccc2)nc(N2CCOCC2)n1)Nc1ccc(Cl)cc1 | 0 | 8 | 4 | 1 | -0.4 | 4 | 5 | 0 | 1 | 3
CCOc1ccc(S(=O)(=O)N2CCC(C(=O)N3CCCCCC3)CC2)cc1Cl | -6 | 4 | 4 | 6 | 0.3 | -2 | 18 | 2 | 1 | 0
CC(C)C(C(=O)NCC1CCCO1)N(C(=O)CNS(=O)(=O)c1ccccc1)C1CCCCC1 (configuration not stated) | -5 | 11 | -2 | -4 | 1.1 | 0 | 0 | 0 | -2 | 1
COC(=O)c1ccc(CC2(C)C(=O)Nc3ccc(-c4cccc(C(F)(F)F)c4)cc32)o1 (configuration not stated) | -3 | 0 | 6 | -1 | -0.2 | 1 | 6 | -1 | 3 | 2
Cc1ccc(-c2cc(NC(=O)CSc3n[nH]c(N)n3)n(-c3ccccc3)n2)cc1 | 3 | 17 | 4 | -1 | -0.5 | -2 | -13 | 0 | -3 | 8
CCC(C)C(=O)Nc1nc2ccc(S(C)(=O)=O)cc2s1 (configuration not stated) | 3 | -4 | 2 | -7 | -0.2 | 0 | -7 | -2 | -5 | -2
O=C(C1CCN(S(=O)(=O)c2ccc(F)cc2)CC1)N1CCOCC1 | 1 | 6 | -5 | -1 | 0.2 | 1 | 10 | 9 | 0 | 0
COC(=O)C1=C(C)N(Cc2ccccc2C(F)(F)F)C(=NCc2ccc(OC)cc2)NC1CCc1ccccc1 (configuration not stated) | -2 | -7 | 0 | 6 | 0.2 | -1 | 0 | 5 | -3 | -3
O=C(Nc1ccc(Cl)cc1Cl)C1CCC(=O)N1Cc1ccccc1Cl (configuration not stated) | -2 | 2 | -4 | 6 | 0.0 | 4 | 0 | -3 | -1 | 0
Clc1ccc(/C=C/c2nc(Cl)c(-c3ccc(Cl)cc3)c(Cl)n2)cc1 | -11 | 4 | -1 | -2 | -0.5 | 1 | 7 | -6 | 1 | -26
Cc1cc(C(=O)NNc2ccc(C(C)C)cc2)n(C(C)(C)C)n1 | 3 | -6 | -1 | 7 | -0.1 | -1 | -6 | 0 | 1 | -1
CCc1ccccc1N1C(=O)C2CC=CCC2C1=O (configuration not stated) | -8 | 3 | -3 | -8 | 0.0 | 1 | 5 | 0 | -2 | -10
O=C(c1ccc2ccccc2c1)C1CCCN(C(=O)CN2C(=O)CSC2=O)C1 (configuration not stated) | -20 | 2 | -17 | -7 | 1.3 | 1 | -7 | -5 | -5 | -7
O=C(CNC(=O)c1cccc(F)c1)N/N=C/c1cccnc1 | -8 | 5 | 3 | 9 | 0.1 | 1 | 12 | -6 | -2 | 4
CC(=O)Nc1ccc(-c2csc(NNC(=O)c3ccc(C)cc3)n2)cc1 | -26 | -6 | 7 | -12 | -0.9 | -1 | 9 | -2 | -4 | -21
COc1ccc(NC(=O)CSc2nc(O)cc(=O)n2C)cc1 | 1 | -14 | -5 | 4 | 0.1 | 2 | -7 | -2 | 0 | 1
O=C(CN1C(=O)CSc2ccccc21)Nc1ccc2c(c1)OCCO2 | 1 | -7 | -3 | 3 | -0.1 | 1 | 7 | -1 | -2 | -1
COc1ccc(-c2cn3cccc(C)c3n2)cc1F | -9 | 13 | -37 | 2 | 0.3 | -1 | -4 | 2 | -3 | -7
Cc1ccc(C(=O)CC2(O)C(=O)N(CN3CCOCC3)c3ccccc32)cc1 (configuration not stated) | 5 | -5 | -2 | -4 | -0.4 | -1 | 0 | 5 | 1 | 3
COc1ccc2oc(C(=O)OCC(=O)NC3CC3)c(C)c2c1 | -161 | -11 | -96 | 2 | -3.0 | -4 | 4 | 4 | 2 | -106
CCOCCCNC(=O)C(NC(=O)c1ccccc1O)c1ccccc1 (configuration not stated) | -36 | -19 | -97 | -4 | -4.2 | 0 | -2 | 2 | -5 | -30
Cn1c(SCC(=O)NC2CCCCC2)nc2c(c1=O)SCC2 | -3 | -10 | -1 | -6 | -0.6 | 1 | 9 | -1 | -2 | -1
CN(C)S(=O)(=O)c1ccc2c(c1)nc(CCC(=O)NCCc1ccc(Cl)cc1)n2C | -8 | -2 | -7 | -1 | -0.3 | 4 | -1 | 0 | 0 | -5
CCCNC(=O)COc1cccc(C(=O)NCc2ccccc2)c1 | 0 | -6 | 0 | -3 | -0.2 | -2 | -5 | 2 | 1 | 1
CCOc1ccc(CC(=O)N2N=C(C)CC2(O)C(F)(F)F)cc1 (configuration not stated) | 0 | 5 | 0 | -3 | -0.3 | 29* | 7 | 2 | 3 | -2
COc1ccc(/C=C2\CCCC3C2=NN(C(=O)COC(=O)CNC(=O)c2ccccc2)C3c2ccc(OC)cc2)cc1 (configuration not stated) | -5 | 4 | 4 | 7 | -0.3 | 4 | 3 | -5 | 6 | 0
Cc1cc(C)c2c(CN3CCN(Cc4ccc5c(c4)OCO5)CC3)cc(=O)oc2c1 | -3 | -14 | -2 | 7 | -0.2 | -3 | 10 | 1 | -2 | 3
Cc1cccn2c(=O)c3cc(C#N)c(=NC(=O)c4cccs4)n(CC(C)C)c3nc12 | -100 | 9 | -143 | 6 | 1.7 | -3 | -6 | -7 | -5 | -69
COc1cc(NC(=O)CN(c2ccc(C)cc2)S(=O)(=O)c2c(C)noc2C)cc(OC)c1 | -5 | -3 | 5 | 0 | -0.1 | -2 | 3 | 2 | -1 | 1
CCOc1ccc(CNC(=O)CCc2cn(Cc3ccccc3)c3ccccc23)cc1 | -2 | 0 | 0 | 1 | -0.3 | 0 | 6 | -1 | 0 | -2
COc1cccc2c(SCC(=O)N/N=C/c3ccc(O)cc3O)cc(C)nc12 | -207 | -6 | -8 | -10 | -0.9 | 6 | 11 | 5 | 9 | -170
CNc1c(N=Cc2cccnc2)c(=O)n(C)c(=O)n1C | 1 | -25 | -4 | -6 | -0.7 | -4 | 14 | 0 | -5 | -1
O=C(CSc1n[nH]c(-c2cccnc2)n1)Nc1ccc([N+](=O)[O-])cc1Br | -8 | 6 | -1 | 1 | -1.0 | 0 | -11 | 2 | 4 | -2
Cc1ccc(S(=O)(=O)Nc2ccc(F)c(F)c2O)cc1 | 2 | 1 | -2 | -1 | 1.0 | 1 | -2 | 6 | 3 | 3
O=C(NCc1ccc2c(c1)OCO2)c1ccc2c(c1)N(Cc1c(F)cccc1Cl)C(=O)CS2 | 1 | -7 | 1 | 1 | -0.1 | -1 | 15 | 2 | -1 | 2
Clc1cccc(/C=N/N2CCN(Cc3ccccc3)CC2)c1 | -9 | 9 | -2 | -7 | 0.6 | 1 | 4 | -7 | 0 | 2
COc1ccc(Cl)cc1-n1c(C)cc(C=O)c1C | 1 | -6 | -2 | 12 | 0.5 | -1 | 10 | -5 | -4 | -2
C[C@H]1CCC[C@]2(C)C[C@H]3OC(=O)C(CN4CCCCCC4)[C@H]3C=C12 (some centres not stated) | 0 | -10 | -3 | 1 | -0.1 | -1 | 1 | 6 | 2 | -4
CC(C)COC(=O)C(N)C(C(=O)OCC(C)C)c1ccccc1 (configuration not stated) | 1 | 3 | -2 | -3 | 0.3 | -1 | -2 | -11 | -1 | 1
COC(=O)c1sccc1NC(=O)CC1C(=O)NCCN1C(=O)c1ccccc1 (configuration not stated) | -10 | -6 | 0 | -4 | 0.0 | -1 | 5 | -1 | 1 | 0
